# From PubChem BioAssay
# M. tuberculosis HTS – M. tuberculosis growth inhibition, HTS (AID 449762); M. tuberculosis H37Rv growth inhibition, 7H9 media; higher % means a stronger effect; inhibition, % at 25 µM, or IC50 in µM where a hit was titrated; 0.59% of 330,000 active; in the data active = a potency from the dose series; inconclusive = inhibition above about 70% without an active follow-up result;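 note: bacterial growth assessed after seven days of incubation; strong numbers were not always called active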
# M. tuberculosis – growth inhibition of non-replicating M. tuberculosis (AID 488890); Mycobacterium tuberculosis non-replicating, growth inhibition; higher % means a stronger effect; one-dose inhibition, % at 25 µM; IC50 in µM for titrated hits; 0.39% of 320,000 active; in the data active = a potency from the dose series; inconclusive = inhibition mostly from about 82% at the one dose, without a potency; inactive = the rest, 99 in 100 with inhibition below about 76%;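 note: plate controls were DMSO cells for no effect and high antibiotic wells for full effect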
# H1N1 NS1A inhibition – NS1A inhibition, H1N1 influenza, cell based functional assay (AID 504329). one-dose inhibition, % at 12.5 µM; IC50 in µM for titrated hits. NS1A functional cell-based assay, percent inhibition; higher % means a stronger effect. 0.3% of 340,000 active; in the data active = a potency from the dose series; inconclusive = inhibition above about 27% without an active follow-up result; note: strong numbers were not always called active
# inhibitors of VEEV – inhibitors of VEEV TC-83 cytopathic effect, confirmation, Vero cells (AID 588727). 0.13% of 350,000 active. inhibition, % at 20 µM, or IC50 in µM where a hit was titrated. Vero cells, VEEV TC-83 cytopathic effect inhibition; higher % means a stronger effect; in the data active = a potency from the dose series; inconclusive = inhibition mostly from about 14% at the one dose, without a potency; inactive = the rest, 99 in 100 with inhibition below about 12%; note: strong numbers were not always called active
# PhoP GFP inhibition – PhoP regulon inhibitors, Salmonella typhi PhoP promoter GFP reporter, confirmatory (AID 1850); Salmonella Typhi PhoP-promoter GFP reporter, fluorescence, 4 h; higher % means a stronger effect; one-dose inhibition, % at 50 µM; IC50 in µM for titrated hits; 0.33% of 310,000 active; in the data active = a potency from the dose series; inconclusive = inhibition mostly from about 25% at the one dose, without a potency; inactive = the rest, 99 in 100 with inhibition below about 19%;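 note: 0% = induced wells with vehicle and 100% = uninduced wells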
# inhibitors of VEEV 10K pilot screen – second read-out of inhibitors of VEEV, no call of its own (marks repeat the call); inhibition, %; measured here: 10K pilot screen inhibition
# * hit, by the source's call; i = inactive; ? = inconclusive; . = no result given.
SMILES,M. tuberculosis HTS,M. tuberculosis,H1N1 NS1A inhibition,inhibitors of VEEV,PhoP GFP inhibition,others
O=C(COc1cccnc1[N+](=O)[O-])N1CCC(Cc2ccccc2)CC1,1%,64%,-19%,0.7%,.,
Cn1c(=O)c2[nH]c(CN3CCN(Cc4ccccc4)CC3)nc2n(C)c1=O,-4%,-5%,-6%,i,1%,
COc1ccc(Nc2nc3ccccc3nc2NS(=O)(=O)c2ccc(NC(C)=O)cc2)cc1,-3%,7%,-13%,1.8%,10%,
CCOC(=O)Nc1oc2ccccc2c(=O)c1CN1CCOCC1,-10%,20%,14%,7.6%,2%,
O=c1[nH]c(C2CCCN(S(=O)(=O)c3ccccc3F)C2)nc2c1nnn2Cc1ccccc1Cl (stereo not given),-3%,1%,12%,4.5%,1%,
Cc1ccc(O)c(N=NC2=C(O)CC(C)(C)CC2=O)c1,-3%,8%,13µM*,?,12%,
COc1ccc(C(=O)NCC(=O)N=Nc2c(O)n(Cc3ccccc3)c3ccccc23)cc1OC,8%,16%,12%,0.6%,6%,
Cc1ccc(N/C(C(Cl)=C(Cl)Cl)=C(/Cl)[N+](=O)[O-])c(C)c1,.,.,10%,i,.,
CN1C(=S)SC(C)(C)C1/[N+]([O-])=C/c1cccnc1 (stereo not given),5%,-1%,-1%,i,2%,
Cc1cc(NC(=O)c2ccccc2NS(=O)(=O)c2c(C)c(C)cc(C)c2C)no1,3%,-3%,-2%,i,-4%,
Cc1c(C(=O)N(C)C(C)c2ccccn2)oc2c(F)cccc12 (stereo not given),0%,8%,-7%,5.4%,6%,
N#Cc1c(NCCO)nc(NCc2ccccc2)c2c1CCN(Cc1ccccc1)C2,40%,63%,.,.,-6%,
COc1cc(C(=S)N2CCN(c3ccccc3Cl)CC2)cc(O)c1O,5%,5%,3%,3.5%,-1%,
CCCCc1nnc(NC(=O)C2=COCCO2)s1,-10%,-8%,-6%,0.6%,-13%,
CC(=O)Nc1ccc(S(=O)(=O)NNC(=O)c2cc3c4ccccc4n(C)c3s2)cc1,0%,-10%,1%,6.2%,6%,
CCOc1ccc(S(=O)(=O)N/N=C(\C)c2ccc(Cl)c(Cl)c2Cl)cc1,7%,-8%,-8%,13%,-6%,
Cc1cc(C)n2nc(C(=O)Nc3cccnc3)nc2n1,0%,-10%,0%,0.3%,12%,
COc1ccc(C)cc1NC(=O)NC1CCCc2ccccc21 (stereo not given),-16%,-4%,-1%,9.7%,-3%,
COCCNC(=O)CN(Cc1ccc(OC)cc1)C(=O)CCC(=O)Nc1nccs1,0%,8%,-8%,0.9%,-1%,
CCOCc1nnc(NC(=O)c2cc(OC)c(OC)cc2[N+](=O)[O-])s1,-1%,-3%,-19%,0.3%,-2%,
COc1ccc(C/C(C)=N/NS(=O)(=O)c2ccc(Br)cc2)cc1,-4%,7%,13%,0.0%,0%,
COC(=O)c1cc(OC)c(OC)cc1NC(=O)c1csc(C)c1,-3%,3%,9%,9.4%,-11%,
O=C(N/N=C/c1ccc(O)cc1)c1cc(C2CC2)[nH]n1,-5%,0%,0%,7.0%,-4%,
O=C(Cc1ccc([N+](=O)[O-])cc1)Nc1cccc(C(=O)N2CCCCC2)c1,-5%,6%,3%,i,.,
Cc1nn(CC(=O)Nc2c(F)c(F)cc(F)c2F)c(=O)c2cccn12,-6%,-4%,-1%,0.6%,0%,

# 3 structures from above, ordered by heavy-atom count, falling.
SMILES,M. tuberculosis HTS,M. tuberculosis,H1N1 NS1A inhibition,inhibitors of VEEV,PhoP GFP inhibition,others
Cn1c(=O)c2[nH]c(CN3CCN(Cc4ccccc4)CC3)nc2n(C)c1=O,-4%,-5%,-6%,i,1%,
COC(=O)c1cc(OC)c(OC)cc1NC(=O)c1csc(C)c1,-3%,3%,9%,9.4%,-11%,
Cc1ccc(O)c(N=NC2=C(O)CC(C)(C)CC2=O)c1,-3%,8%,13µM*,?,12%,

# Gathered by group: the entries above with a thiophene ring, fused or not
SMILES,M. tuberculosis HTS,M. tuberculosis,H1N1 NS1A inhibition,inhibitors of VEEV,PhoP GFP inhibition,others
CC(=O)Nc1ccc(S(=O)(=O)NNC(=O)c2cc3c4ccccc4n(C)c3s2)cc1,0%,-10%,1%,6.2%,6%,
COC(=O)c1cc(OC)c(OC)cc1NC(=O)c1csc(C)c1,-3%,3%,9%,9.4%,-11%,

# Other records follow.
SMILES,M. tuberculosis HTS,M. tuberculosis,H1N1 NS1A inhibition,inhibitors of VEEV,PhoP GFP inhibition,others
CC1(C)OC(=CC=Nc2ccc(Cl)cc2)OC1(C)C,-7%,13%,11%,?,-1%,
CCN(CC(=O)Nc1c(F)cccc1F)C(=O)c1ccc(N2CCOCC2)c([N+](=O)[O-])c1,1%,0%,0%,1.0%,8%,
CC1CCC2C(C)C(=O)OC3OC4(C)CCC1C32OO4 (stereo not given),1%,-7%,-11%,i,23%,
O=C(NCCC1=CCCCC1)c1ccc(Cl)cc1,4%,.,.,.,-4%,
O=C(COc1ccc(Cl)cc1Br)NC(=O)NCc1ccccc1,4%,12%,-15%,1.4%,-10%,
CCO[C@H]1OC(C(=O)O)=C[C@@H](c2csc3ccccc23)[C@@H]1CCCO,-2%,-2%,-1%,i,-10%,
O=C(COc1ccc(/C=C2/NC(=O)NC2=O)cc1)Nc1ccc(F)cc1,2%,11%,-1%,0.7%,8%,
COc1ccc(-c2csc(NC(=O)CN3C(=O)CCC3=O)n2)cc1,1%,-3%,-7%,0.6%,3%,
COc1cc(C(C(=O)NC2CCCC2)N(C(=O)c2snc(C(N)=O)c2N)c2ccccc2)cc(OC)c1OC (stereo not given),-2%,-1%,-1%,1.2%,2%,
Cn1cc(CNC(=O)CC2C(=O)NCCN2CC(C)(C)C)cn1 (stereo not given),-4%,-15%,-20%,i,-5%,inhibitors of VEEV 10K pilot screen=0.0
C=CCc1c(C)nc(SCc2ccccc2)[nH]c1=O,5%,2%,0%,1.0%,-4%,
CS(=O)(=O)N(CC(=O)Nc1ccc2c(c1)OCCO2)c1ccc2c(c1)OCO2,-5%,11%,-8%,0.4%,7%,
O=C(CCCCCCCCC(=O)N1CCCCC1)N1CCCCC1,.,.,-22%,0.3%,.,
COc1ccc(N/N=C/c2c(O)n(-c3cccc(C)c3)c(=O)[nH]c2=O)cc1,44%,12%,-7%,1.3%,4%,
Cc1c(C(=O)N2CCCCC2)oc2ccccc12,2%,71%,1%,i,.,
c1ccc2c(c1)nc(N1CCOCC1)c1ccccc12,2%,5%,-15%,0.4%,9%,
N#CC(C#N)=Cc1c(N2CCN(c3ccccc3)CC2)nc2ccccn2c1=O,-8%,-19%,-27%,i,1%,
CCCc1cc(=O)[nH]c(SCC(=O)N2CCCc3ccccc32)n1,10%,29%,1%,i,0%,
CN1C(=O)S/C(=C/c2ccc(OCc3cccc(C(=O)O)c3)cc2)C1=O,18%,55%,-6%,1.2%,-10%,
CCOc1cc(C(=O)NN=C2CCCC2)cc(OCC)c1OCC,-7%,-4%,13%,2.2%,1%,
Nn1c(SCC(=O)NCCCc2ccccc2)nnc1-c1cccnc1,8%,17%,-8%,2.1%,4%,
CC(C)(C)c1ccc(C(=O)/C=C2\NC(=O)CS2)cc1,?,?,-14%,i,2%,
Cc1ccc(COc2ccc3c(c2)OCO3)cc1,4%,51%,14%,i,6%,
C=CCN1CC[C@]23c4c5ccc(O)c4O[C@H]2/C(=N/NC(=O)c2ccccc2)CC[C@@]3(O)[C@H]1C5,79µM*,19%,-9%,2.2%,6%,
COc1ccccc1CN1CC(C(=O)N(C)CCCn2nc(C)cc2C)CCC1=O (stereo not given),-2%,10%,-7%,i,-3%,

# (next part)
SMILES,M. tuberculosis HTS,M. tuberculosis,H1N1 NS1A inhibition,inhibitors of VEEV,PhoP GFP inhibition,others
COC(=O)c1cc(OC)c(OC)cc1NC(=O)c1cccc(OC)c1OC,11%,-1%,-3%,7.9%,7%,
CC1(C)N2CC3([N+](=O)[O-])CN1CC([N+](=O)[O-])(C2)C3,-5%,8%,1%,0.4%,-3%,
COc1cc(CNCCCN2CCOCC2)cc(Cl)c1OCC(=O)NC(C)(C)C,-2%,9%,17%,i,9%,
CCc1ccc(NC2=CC(=O)C(=O)c3ccccc32)cc1,.,.,3%,5.6%,.,
O=C(CC1C(=O)NC2CCCCC2N1C(=O)c1ccc([N+](=O)[O-])cc1)Nc1ccccc1 (stereo not given),-7%,14%,-9%,92%,10%,
Cc1c(OCc2ccccc2)c(=O)ccn1Cc1ccc(F)cc1,69%,13%,-6%,i,2%,
CCc1cc(=O)n2[nH]c(-c3ccccc3)c(-c3ccccc3)c2n1,0%,9%,-9%,1.9%,-3%,
CC(=O)N[C@@H]1c2c(ccc3ccccc23)OC[C@@H]1COC(C)=O,2%,-4%,.,3.8%,-6%,
COc1c2ccoc2nc2c(OC)cccc12,-7%,70%,-2%,0.3%,-7%,
Cc1cc(C)c2nc(NC(=O)C3CCCO3)sc2c1 (stereo not given),-3%,-21%,-22%,7.6%,-10%,
Cc1ccc([N+](=O)[O-])c(OCCN2CCNCC2)c1,9%,8%,-1%,i,1%,inhibitors of VEEV 10K pilot screen=0.1
COc1ccc(NC(=O)Cn2c(C)csc2=O)c(OC)c1,-4%,36%,12%,1.7%,.,
CCOC(=O)c1ccc(NC(=O)N2C[C@@H]3C[C@@H](C2)c2cccc(=O)n2C3)cc1,-3%,-3%,2%,1.9%,1%,
Cc1ccccc1Nc1nc(-c2ccccc2)c(C(=O)Nc2cccnc2)s1,4%,29%,-24%,6.5%,21%,
Cn1c(SCc2nc(-c3ccccc3)no2)nnc1-c1ccco1,-12%,.,-3%,1.1%,-6%,
COc1ccc(-c2csc(NC(=O)CN3C(=O)C4CC=CCC4C3=O)n2)cc1 (stereo not given),4%,19%,-6%,6.1%,.,
COc1ccc(OC)c(-c2cc(C(=O)Nc3cc(C)n(Cc4ccc(Cl)cc4)n3)no2)c1,4%,6%,2%,3.2%,-4%,
COc1cccc(C(c2c(O)nc(SC)n(C)c2=O)c2c(O)nc(SC)n(C)c2=O)c1,41%,6%,5%,0.6%,2%,inhibitors of VEEV 10K pilot screen=1.0
C/C(=N\NC(=O)c1cccc([N+](=O)[O-])c1)c1cccc(NC(=O)C2CC2)c1,-1%,48%,-1%,0.5%,0%,
Cc1nn(C)c(C)c1NC(=O)Nc1cccc(C(F)(F)F)c1,-4%,3%,5%,1.7%,-6%,
O=C(CSc1nc2ccccc2s1)NCc1cc([N+](=O)[O-])ccc1O,-8%,7%,16%,0.3%,-41%,
COC(=O)Cc1cc(=O)oc2cc(O)ccc12,0%,-6%,-7%,1.2%,2%,
CC(C)(C)OC(=O)C[C@@H]1C/C=C\C[C@H](CC(=O)N[C@H](CO)Cc2ccccc2)C(=O)N[C@H](C(C)(C)C)COC1=O,-7%,26%,-7%,0.4%,.,
COc1cccc(NC(=O)Nc2nnc(N3C(C)CCCC3C)s2)c1 (stereo not given),7%,27%,0%,13%,-20%,
Cc1ccc2c(c1)NC(=O)C(CC(=O)NCc1cccnc1)O2 (stereo not given),3%,5%,2%,0.8%,-9%,

# (list continues)
SMILES,M. tuberculosis HTS,M. tuberculosis,H1N1 NS1A inhibition,inhibitors of VEEV,PhoP GFP inhibition,others
O=C(Cn1c(=O)[nH]c2ccsc2c1=O)NC1CCCCC1,-12%,-3%,-1%,1.6%,2%,
O=C(CSc1cccc[n+]1[O-])N1CCc2ccccc21,-3%,-7%,-16%,1.1%,3%,
Cc1ccc2nc(C)c(C(=O)NN=C3CCCCCC3)n2c1,4%,-25%,0%,i,-8%,
O=C(N/N=C/c1ccc2c(c1)OCO2)c1sc2cc(Cl)ccc2c1Cl,8%,35%,-9%,i,-10%,
CCCCN(C(=O)c1cc(-c2ccncc2)nc2ccccc12)c1c(N)n(CC(C)C)c(=O)[nH]c1=O,-6%,14%,-4%,i,.,
CCCN1CCN(C(=O)c2cccc3c2C(=O)N(CCOC)C3)CC1,-9%,-17%,1%,0.2%,2%,inhibitors of VEEV 10K pilot screen=0.1
CN1C(=O)CC(N2CCN(c3ccc(Cl)cc3)CC2)C1=O (stereo not given),4%,38%,-14%,1.3%,-6%,
Cc1ccc(NC(=O)COC(=O)c2nn(C)cc2Cl)cc1,-5%,3%,2%,1.2%,2%,
CN1CCC[C@@H]1CCNC(=O)c1c(-c2ccc3c(c2)OCO3)noc1-c1ccsc1,8%,-6%,-10%,i,.,
COCCNC(=O)C(C)Oc1ccccc1 (stereo not given),-4%,10%,-9%,0.8%,-4%,inhibitors of VEEV 10K pilot screen=1.0
COc1ccc(-c2nc(N3CCC(C)CC3)[nH]c(=O)c2C#N)cc1,6%,41%,-1%,i,10%,
CCCCc1c(C)nc(Nc2ccc(OC)cc2)[nH]c1=O,5%,14%,-5%,0.8%,-2%,

# This is a random part of the collection. Share with any hit: about 1.5%.
